Bioassay records deposited in PubChem BioAssay by National Center for Advancing Translational Sciences (NCATS).
HepG2 tox: counter-screen for TGF-b inhibitors: cytotoxicity in HepG2 cells; 410,000 compounds, 0.76% hits; Potency, µM (top dose mostly 46.1 µM), for the others: top-dose activity change, negative = cytotoxicity, most hits filed as cytotoxic; AID 588856; HepG2 CAGA-GFP viability, ATP luminescence, 18 h; also: potency is read from the fitted curve at half-maximal effect; some results filed as inactive show a strong effect at the top dose
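CellTiter-Glo luminescence gave cytotoxicity after 18 hours at 37 degrees C. The cells were HepG2 CAGA-GFP in 1% FBS DMEM, stimulated with 500 pg/mL TGF-beta after compound addition. %Activity was normalised to no-cell wells (complete cell-killing) and DMSO (no toxicity), and curves were fitted and classified.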
A549 viability: A549 cytotoxicity, counter-screen for Nrf2 inhibitors | A549 ARE-Fluc cells, CellTiter-Fluor viability, 18-24 h | Potency, µM (top dose mostly 46 µM), inactives show top-dose activity change, negative = cytotoxicity, actives largely listed as inhibitors | 390,000 compounds, 0.16% hits | AID 504648; also: potency is read from the fitted curve at half-maximal effect; % is scaled to controls: 0 for no effect and ±100 for the full control effect
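Cytotoxicity counterscreen: CellTiter-Fluor fluorescence was measured in A549 ARE_Fluc cells after 18-24 h of compound exposure in a concentration series. The subsequent BugLite luminescent read reports ARE-luciferase activity.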
CCT chaperon mod: cytosolic chaperonin activity modulation; purified chaperonin ATPase assay, HTRF ADP detection, 30 min; activity change, % (concentration not given with the values), hits read low; 360,000 compounds, 0.3% hits; AID 651819; in the data active = activity change below about -30%; also: % is scaled to controls: 0 for no effect and ±100 for the full control effect
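We incubate TRiC, 40 or 20 nM final, with library compounds at 76 uM and 10 uM ATP for 30 min at 37 °C. ADP formed is detected with Transcreener HTRF reagents after 30 min at room temperature.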
Nrf2 activator: activators of Nrf2 (ARE) signaling | AREc32 ARE-luciferase reporter (MCF7-derived line), luminescence, 24 h | Potency, µM (doses to about 46.1 µM), for the others: at the top dose activation, hits mostly activators | 410,000 compounds, 0.31% hits | AID 624171; also: potency is read from the fitted curve at half-maximal effect; % of control where 0% means no effect; nearly all actives have a fitted effect of over 65% in size
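AREc32 cells carrying an ARE-driven firefly luciferase, 1000 cells/well in OPTI-MEM with 5% FBS, dosed after overnight attachment and incubated 24 hr at 37 deg C. Steady-Glo luminescence read after 30 min at RT.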
Nrf2 block: inhibitors of Nrf2 signaling. A549 ARE-Fluc reporter, luciferase luminescence, 18-24 h. Potency, µM (top dose mostly 46 µM), for inactives: top-dose activity change, negative = inhibition, actives largely listed as inhibitors. 360,000 compounds, 2.1% hits; also: potency is read from the fitted curve at half-maximal effect; % is scaled to controls: 0 for no effect and ±100 for the full control effect; nearly all actives have a fitted effect of over 60% in size
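Nrf2 function is reported as luminescence of an ARE-controlled luciferase in A549 cells. Compounds were tested at several concentrations, and a CellTiter-Fluor read on the same wells flagged cytotoxicity.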
MmCpn inh: inhibitors of Methanococcus maripaludis chaperonin (MmCpn) | AID 504842 | purified Mm-Cpn ATPase, ADP Transcreener TR-FRET | Potency, µM (series often up to 76.9 µM), for inactives: top-dose activity, negative = inhibition, hits mostly inhibitors | 330,000 compounds, 0.031% hits; also: potency is read from the fitted curve at half-maximal effect; % is scaled to controls: 0 for no effect and ±100 for the full control effect; nearly all actives have a fitted effect of over 80% in size
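Measured: ADP formation by purified Mm-CPN. Conditions: 25 nM protein, 10 uM ATP, Tris pH 7.4 with Mg2+, K+ and DTT, 37°C for 30 min. Detection: Transcreener HTRF after 30 min at room temperature.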
Abeta yeast res: compounds reversing amyloid beta toxicity in yeast; yeast expressing A-beta42, growth rescue, OD600, 48 h; response scale: 0% DMSO, 100% iron-clioquinol control; Potency, µM (top dose mostly 46.1 µM), without a hit: at the top dose growth rescue, hits mostly activators; 410,000 compounds, 0.063% hits; AID 1347071; also: potency is read from the fitted curve at half-maximal effect; nearly all actives have a fitted effect of over 55% in size
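Yeast growth medium received pinned compounds, then yeast cells expressing toxic A-beta were added; plates incubated at 30 C for 48 hr. Growth read as absorbance at 600 nm, normalized to DMSO and equimolar FeCl3 plus clioquinol controls.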
TGFb SMAD3 inh: inhibitors of TGF-b signaling. HepG2 CAGA-GFP TGF-b/SMAD3 reporter, GFP fluorescence, 18 h; TGF-beta stimulated, 500 pg/mL final. Potency, µM (titrated, usually from 46.1 µM), without a hit: at the top dose activity, negative = inhibition, actives largely listed as inhibitors. 410,000 compounds, 1.2% hits. AID 588855; also: potency is read from the fitted curve at half-maximal effect; % is scaled to controls: 0 for no effect and ±100 for the full control effect; nearly all actives have a fitted effect of over 65% in size
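Inhibition of TGF-beta-driven CAGA-GFP reporter expression in HEPG2 cells is measured by cellular GFP fluorescence after 18 h stimulation with 500 pg/mL recombinant TGF-beta in 1% FBS medium at 37 degrees C.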
Akt phos inh: inhibitors of Akt phosphorylation; Neuro2A IGF-stimulated pAkt S473 HTRF, 20 min; stronger effect = lower value; activity change, % for hits at 50 µM; 360,000 compounds, 0.32% hits; AID 651550; in the data active = activity change below about -80%; inconclusive = mostly about -51% to -80%; also: % is scaled to controls: 0 for no effect and ±100 for the full control effect
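Neuro2A cells (4,500/well, DMEM with 0.5% FBS) were treated with compound at a single 50 µM final concentration, stimulated with 6 nM IGF for 20 min at 37 °C, and lysed. Phospho-Akt Ser473 was read by HTRF as 665/615 ratio ×10^4.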
* = called active by the depositor; i = inactive; ? = inconclusive; . = no result given; & = joins results of further samples; [ ] = remark or other dose. Unless noted, calls follow the shape of the dose curve; as a rule, active = well fitted curve in the direction sought with a large enough effect; inconclusive = small, poorly fitted or top-dose-only effect, or another doubt; inactive = no such curve, though single readings can be large; an effect the other way counts as inactive or inconclusive.

SMILES | HepG2 tox | A549 viability | CCT chaperon mod | Nrf2 activator | Nrf2 block | MmCpn inh | Abeta yeast res | TGFb SMAD3 inh | Akt phos inh
N=C1S/C(=C\c2cn[nH]c2-c2ccc(F)cc2)C(=O)N1c1ccccc1F | 4% | -1% | -0.4 | 2.3% | ? | -3% | -18% | 6% | i
O=C(c1cc(C2CCCCN2S(=O)(=O)c2cccs2)on1)N1CCOCC1 (stereo not given) | 2% | . | 0.1 | 0.3%[9.22 µM] | . | . | 16% | 19% | i
Cc1ccc(C)c(N2CCN(C(=O)C3CCN(c4nc(-c5ccc(C(C)C)cc5)no4)CC3)CC2)c1 | -25% | ? | . | -5.5% | . | . | ? | -32% | .
Cn1ccnc1C(=O)Cc1ccc([N+](=O)[O-])cc1 | -27% | -5% | -0.4 | 2.6% | -5% | . | -1% | ? | i
CC(C)Sc1nc2c(cnn2-c2ccccc2)c(=O)[nH]1 | -9% | 4% | -47* | -0.5% | -28% | 0% | 1% | 0% | i
O=C1CC2(CCCCC2)Oc2ccc(O)cc21 | -21% | 0% | -2.2 | -0.2% | . | 0% | -9% | ? | .
O=C1CNC(=S)N1c1nc2ccccc2s1 | -3% | -7% | -0.7 | -0.4% | -9% | 1% | 5% | 1% | i
O=C(COC(=O)c1cccc(S(=O)(=O)N2CCCCCC2)c1)Nc1ccccc1C(F)(F)F | 0% | -1% | -0.2 | 0.0% | 0% | -3% | 5% | 12% | i
Cc1ccc(OC(=O)c2ccc(C)c([N+](=O)[O-])c2)cn1 | -6% | 0% | -1.0 | -0.7% | ? | -1% | 11% | 13% | i
COC(=O)C1=C(C)N(Cc2ccccc2)C(=NCc2ccccc2)N[C@H]1c1cccc(F)c1 | -112% | 0% | -0.9 | -0.2% | 18% | -6% | 14% | ? | i
COC(C[C@@H]1O[C@@H]1[C@H](O)[C@@H](C)OCc1ccccc1)OC | -17% | -4% | 1.7 | -1.2% | 9% | 1% | -8% | -3% | i
CN(C(=O)c1cccc(OC2CCN(S(=O)(=O)N(C)C)CC2)c1)C1CCOC1 (stereo not given) | 2% | 2% | -4.7 | 0.5% | 18% | 1% | 8% | 1% | i
CCc1nn(CC(=O)NCCc2ccc(OC)cc2OC)c(=O)c2cc3c(OC)cccc3n12 | -5% | 7% | . | 0.2% | 15% | . | -5% | -14% | .
CCN(CC)CCN1C(=O)C(=O)/C(=C(/O)c2ccc(S(=O)(=O)N3CCOCC3)cc2)C1c1ccc(C)cc1 (stereo not given) | -7% | 5% | 0.9 | -0.6% | 2% | -1% | -19% | -8% | i
O=C(c1cccc([N+](=O)[O-])c1)c1ccc2c(c1)C(=O)NC2=O | -6% | 1% | 0.3 | 0.0% | -5% | 0% | ? | 4% | i
CCC(=O)N1CCc2cc(CNS(=O)(=O)c3cc(OC)ccc3OC)ccc21 | -2% | 0% | . | 3.2% | 0% | . | -10% | -1% | .
Cc1cccc(N2C(=O)CS(=O)(=O)C23C(=O)N(Cc2c(F)cccc2Cl)c2ccccc23)c1 (stereo not given) | -16% | 9% | . | 0.6% | ? | . | -6% | 2% | .
O=C(NCc1ccccc1)c1cc(C2CCCCN2S(=O)(=O)Cc2ccccc2)on1 (stereo not given) | -5% | . | -0.9 | -0.9%[9.22 µM] | . | . | 11% | -6% | i
Cc1nn(C)cc1/C=N/NC(=O)CSc1ccccn1 | -4% | -2% | 2.7 | -0.2% | 1% | 1% | -34%[inhibitor] | 7% | i
COc1ccc(-c2csc(C)n2)cc1OC | 2% | 1% | -1.8 | 0.2% | -5% | 1% | 4% | 25% | i
COc1ccc(Cn2c(SCc3ccc(C(=O)NCc4cccs4)cc3)nc3cccnc32)cc1 | -35% | -19% | . | 0.9% | -42% | . | -9% | -29% | .
Cc1ccccc1NC(=O)NCC1CCN(c2ccc(S(=O)(=O)N3CCOCC3)cc2)CC1 | -26% | -11% | -1.1 | -0.8% | ? | 4% | 1% | -6% | i
CCO[C@H]1OC(C(=O)O)=C[C@@H](c2ccccc2)[C@@H]1CCCO | 6% | 0% | -2.3 | -0.8% | 9% | . | 0% | 5% | i
O=C(Nc1ccc(F)cc1)C1CCCN(c2cnccn2)C1 (stereo not given) | 8% | -12% | 1.2 | -0.3% | ? | 2% | -8% | -22% | .
CCC(c1nnc(SCC(=O)Nc2ccc(C(=O)N(C)C)cc2)n1Cc1ccccc1)N(C)C (stereo not given) | -17% | 13% | -0.6 | -0.2% | 4% | 1% | 0% | 0% | i
CCCc1nc(-c2cc3ccccc3[nH]c2=O)no1 | -33% | -6% | -1.2 | -0.8% | ? | -3% | 2% | -12% | i
CCOc1ccc(N(C(=O)CNC(=O)c2ccco2)C(C(=O)NCC2CCCO2)c2ccccc2)cc1 (stereo not given) | -13% | 0% | 2.3 | -0.1% | -20% | 2% | -2% | -7% | i
CN(C)c1ccc(C2C3C(=O)NC(=O)C3ON2c2ccc(Cl)cc2)cc1 (stereo not given) | -32% | -1% | 1.8 | 0.5% | 0% | 1% | ? | -20% | i
Cc1onc(-c2ccccc2)c1C(=O)NC(C)CCc1ccccc1 (stereo not given) | -113% | 5% | -3.0 | 0.0% | 1% | 3% | 7% | -27% | i
O=C(NCCCc1ccccc1)c1cncc(Br)c1 | -2% | 11% | -1.6 | 0.2% | -10% | 0% | 10% | -14% | i
Cc1ccc(S(=O)(=O)NCc2cccnc2)s1 | 7% | 14% | -0.7 | -0.8% | . | 1% | 16% | -7% | i
COC(=O)c1ccccc1C(=O)c1cccc2ccccc12 | 9% | -15% | -1.7 | 0.1% | -16% | -1% | 6% | 8% | i
COCCNC(=O)C1(C)CCN(C(=O)c2ccc(C(F)(F)F)nc2C)C1 (stereo not given) | -4% | . | 0.2 | -0.4% | . | . | -9% | 9% | i
COc1ccc(Cc2nnc(NC(=O)CSc3ccccc3)s2)cc1OC | -2% | 1% | -2.5 | 0.7% | ? | -1% | -2% | 0% | i
COCCNC(=O)c1ccc(CS(=O)(=O)c2ccc(C)cc2)o1 | -17% | 7% | -0.7 | -0.3% | 6% | 0% | -14% | -10% | i
CC12CCC(C(=O)N3CCCCC3)([C@H](Br)C1=O)C2(C)C (stereo not given in full) | -15% | 3% | -3.5 | -0.6% | -4% | -1% | 0% | ? | i
CCOc1ccc(S(=O)(=O)Nc2ccc(C(=O)N(CC)CC(=O)NCc3cccs3)cc2)cc1 | 3% | . | -0.1 | 0.1% | . | . | 1% | 1% | i
Cc1csc2nc(COC(=O)c3ccccc3NC(=O)c3ccc(C(C)(C)C)cc3)cc(=O)n12 | -1% | 8% | . | -0.5% | . | . | -10% | -3% | .
CN(CC(=O)N1CCN(c2ccc(F)cc2)CC1)S(=O)(=O)c1ccc2c(c1)c(=O)n(C)c(=O)n2C | -2% | 0% | -0.3 | -0.3% | -18% | 0% | -5% | -27% | i
Cc1cccc(NC(=O)[C@H](Cc2c[nH]c3ccccc23)NC(=O)[C@@H]2Cc3ccccc3CN2)c1 | -16% | 2% | -1.1 | 3.8% | ? | 0% | 0% | 4% | i
CCCNC(=O)C1(C)CCCN(Cc2c(C)nn(-c3ccccc3)c2C)C1 (stereo not given) | 1% | . | -2.4 | -0.3% | . | . | 12% | -6% | i
Cc1c(C(=O)N(Cc2ccccc2)C2CCS(=O)(=O)C2)oc2ccccc12 (stereo not given) | -23% | -9% | -7.0 | 4.4% | -1% | -2% | 6% | -6% | i
Cc1c(/C(O)=C2\C(=O)C(=O)N(CCN(C)C)C2c2ccco2)cnn1-c1ccccc1 (stereo not given) | 0% | -12% | 1.6 | 0.4% | -20% | 1% | 1% | 0% | .
COc1ccc(C(N)c2csc(Nc3cc(Oc4ccccc4)ncn3)n2)cc1 (stereo not given) | -96% | . | -1.9 | 4.1% | . | . | -1% | ? | i
N#Cc1c(NC(=O)C2CC(c3ccccc3O)=NO2)sc2c1CCC2 (stereo not given) | -35% | 7% | 0.9 | 0.2% | ? | 0% | 26% | -31% | i
Cc1ccc(-n2nc(C)c3c(C)c(CCC(=O)NC(C)c4ccccc4)c(C)nc32)cc1 (stereo not given) | -4%&-11% | 16%&2% | -3.4 | 0.1%&-0.2% | 21%&-35% | 0% | -5%&-9% | -3%&0% | i
Cc1cc(-n2nc(C)cc2C)n2ncc(-c3ccccc3)c2n1 | 14% | 0% | 0.0 | 0.1% | ? | 1% | 9% | -1% | i
Cc1ccc(NC(=O)CCS(=O)(=O)c2ccc3nc(C)sc3c2)cc1 | -9%&1% | -1%&4% | 0.6 | 0.2%&0.9% | ? | 1% | -4%&-5% | -11%&-22% | i
COc1cc2c(cc1OC)C(c1cccs1)N(C(=O)C(C)C)CC2 (stereo not given) | -5% | -1% | 2.0 | -0.8% | -13% | 0% | -1% | ? | .

Whole records, quoted from the list. Screens in order: HepG2 tox | A549 viability | CCT chaperon mod | Nrf2 activator | Nrf2 block | MmCpn inh | Abeta yeast res | TGFb SMAD3 inh | Akt phos inh
CN(C(=O)c1cccc(OC2CCN(S(=O)(=O)N(C)C)CC2)c1)C1CCOC1 (stereo not given) is entered as 2% | 2% | -4.7 | 0.5% | 18% | 1% | 8% | 1% | i
O=C(NCCCc1ccccc1)c1cncc(Br)c1 is entered as -2% | 11% | -1.6 | 0.2% | -10% | 0% | 10% | -14% | i
Cc1cccc(NC(=O)[C@H](Cc2c[nH]c3ccccc23)NC(=O)[C@@H]2Cc3ccccc3CN2)c1 is entered as -16% | 2% | -1.1 | 3.8% | ? | 0% | 0% | 4% | i
